aSyn rescue: rescues yeast growth from alpha-synuclein toxicity. Yeast expressing alpha-synuclein, growth rescue, BacTiter-Glo, 24 h. Potency, µM (highest dose often 46.1 µM), for the others: at the highest dose growth rescue (activation), hits mostly activators. 0.14% of 370,000 active. AID 652106; note: potency is the fitted concentration of half-maximal effect; % of control where 0% means no effect; nearly all actives have a fitted effect of over 65% in size
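Readout is rescue of growth in alpha-synuclein-expressing yeast, so inhibitors of toxicity appear as activators. Growth after 24 hr at 30 deg C in galactose medium is quantified by luminescence.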
D3 antag: blocks the human D3 dopamine receptor | P35462 | D3R cells, DiscoveRx beta-arrestin luminescence, antagonist mode; active compounds read low | max response, negative = inhibition, % | 2.5% of 360,000 active | AID 652054; in the data active = max response below about -50%; inconclusive = no clear call, values can overlap the other calls; note: % is set by controls: 0 for no effect and ±100 for the full control effect; mostly tested at two doses, the higher about 12 µM
Target sequence (P35462 whole entry, looked up): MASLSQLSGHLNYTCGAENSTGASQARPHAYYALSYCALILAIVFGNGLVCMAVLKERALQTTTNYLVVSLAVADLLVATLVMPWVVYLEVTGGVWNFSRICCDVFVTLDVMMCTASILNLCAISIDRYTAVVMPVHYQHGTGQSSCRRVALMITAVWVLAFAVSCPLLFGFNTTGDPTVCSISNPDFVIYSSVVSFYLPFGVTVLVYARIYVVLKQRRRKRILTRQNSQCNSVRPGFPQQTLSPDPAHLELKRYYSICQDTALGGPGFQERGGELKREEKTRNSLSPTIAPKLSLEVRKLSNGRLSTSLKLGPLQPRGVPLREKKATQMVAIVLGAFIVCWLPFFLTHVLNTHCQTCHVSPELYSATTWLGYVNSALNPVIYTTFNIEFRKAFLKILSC
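Cells plated overnight at 1500 cells/well, then exposed to library compounds with dopamine controls for 90 minutes at 37 degrees C. DiscoveRx reagent added for 30–60 minutes at room temperature; luminescence read, quantitative HTS format.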
PTHR1 agonist: agonists of human PTHR1 parathyroid hormone receptor; Q03431; HEK293 GP2 PTHR1 cells, GloSensor cAMP luminescence, 1 h; 0.075% of 410,000 active; Potency, µM (top dose mostly 115 µM), for inactives: at the top dose activation, most hits filed as activators; note: potency is the fitted concentration of half-maximal effect; nearly all actives have a fitted effect of over 55% in size; some results filed as inactive show a strong effect at the top dose; inactives centre near -15; many of its hits are not listed in these tables
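HEK-293-derived GP2 cells expressing PTHR1 and a GloSensor cAMP reporter, 3,000/well, plated overnight, given luciferin plus IBMX (each 0.5 mM as added) for 1 h at 37 °C, then compound for 1 h at 37 °C. Luminescence was read after 15 min at room temperature.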
TDP43 rescue: inhibitors of TDP-43 toxicity in yeast; TDP-43 expressing yeast growth rescue, BacTiter-Glo, 24 h; Potency, µM (series often up to 46.1 µM), for the others: top-dose growth rescue (activation), actives largely listed as activators; 1.8% of 410,000 active; AID 652104; note: potency is the fitted concentration of half-maximal effect; % of control where 0% means no effect; nearly all actives have a fitted effect of over 50% in size
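In this qHTS, compounds that restore growth of yeast expressing TDP-43 appear as activators. Cells (OD600=0.02, galactose medium, raffinose-pregrown) are incubated with compound 24 hr at 30 deg C and growth is quantified by BacTiter-Glo.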
Akt phos inh: inhibitors of Akt phosphorylation. Neuro2A IGF-stimulated pAkt S473 HTRF, 20 min; active compounds read low. activity change, % for hits at 50 µM. 0.32% of 360,000 active. AID 651550; in the data active = activity change below about -80%; inconclusive = mostly about -51% to -80%; note: % is set by controls: 0 for no effect and ±100 for the full control effect
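Neuro2A cells (4,500/well, DMEM with 0.5% FBS) were treated with compound at a single 50 µM final concentration, stimulated with 6 nM IGF for 20 min at 37 °C, and lysed. Phospho-Akt Ser473 was read by HTRF as 665/615 ratio ×10^4.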
FUS suppressor: FUS proteinopathy suppression in yeast. S. cerevisiae FUS-expressing, growth rescue, OD600, 24 h. 0.24% of 390,000 active. Potency, µM (series often up to 76.6 µM), for inactives: at the highest dose growth rescue (activation), usual class: activators;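 note: potency is the fitted concentration of half-maximal effect; plate controls were DMSO vehicle for no effect and reference control for full effect; nearly all actives have a fitted effect of over 55% in size; some results filed as inactive show a strong effect at the top dose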
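Quantitative HTS measuring growth restoration of FUS-toxic yeast. Galactose-induced cells (OD 0.005) were exposed 24hr at 30C to compounds at several concentrations, then absorbance at 600 nm was recorded.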
Abeta yeast res: compounds reversing amyloid beta toxicity in yeast. AID 1347071. yeast expressing A-beta42, growth rescue, OD600, 48 h; response scale: 0% DMSO, 100% iron-clioquinol control. Potency, µM (titrated, usually from 46.1 µM), without a hit: top-dose growth rescue, hits mostly activators. 0.063% of 410,000 active; note: potency is the fitted concentration of half-maximal effect; nearly all actives have a fitted effect of over 55% in size
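Growth rescue measured by 600 nm absorbance after 48 h yeast culture at 30 C with compound. Values normalized between DMSO and an equimolar ferric chloride plus clioquinol control.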
GLP1R ag: GLP-1 receptor (human) agonism; P43220; HEK293 GLP-1R CRE-luciferase, luminescence, 4-6 h; cells express a hypersensitive GLP-1R form; Potency, µM (titrated, usually from 45.6 µM), for the others: at the highest dose activation, hits mostly activators; 0.007% of 380,000 active; AID 624172; note: potency is the fitted concentration of half-maximal effect; % of control where 0% means no effect
Target sequence (P43220 whole entry, looked up): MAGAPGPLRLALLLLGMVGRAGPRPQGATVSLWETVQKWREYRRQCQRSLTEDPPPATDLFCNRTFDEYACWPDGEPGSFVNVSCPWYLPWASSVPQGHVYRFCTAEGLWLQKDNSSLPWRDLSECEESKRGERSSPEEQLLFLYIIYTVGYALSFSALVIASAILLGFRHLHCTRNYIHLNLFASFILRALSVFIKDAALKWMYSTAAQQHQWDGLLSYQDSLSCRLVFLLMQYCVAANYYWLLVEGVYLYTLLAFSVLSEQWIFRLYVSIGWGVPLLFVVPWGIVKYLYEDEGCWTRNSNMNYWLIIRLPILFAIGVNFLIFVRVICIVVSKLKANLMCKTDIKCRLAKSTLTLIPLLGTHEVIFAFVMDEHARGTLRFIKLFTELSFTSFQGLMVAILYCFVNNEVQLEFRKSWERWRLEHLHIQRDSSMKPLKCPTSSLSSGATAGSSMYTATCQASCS
GLP-1R inv ag: acts as inverse agonist at human GLP-1 receptor; HEK293 GLP-1R CRE-luciferase, luminescence, 24 h; GLP-1R form is constitutively active; 1.6% of 410,000 active; P43220; Potency, µM (series often up to 38.3 µM), without a hit: top-dose activity change, negative = inhibition, usual class: inhibitors; note: potency is the fitted concentration of half-maximal effect; % is set by controls: 0 for no effect and ±100 for the full control effect; nearly all actives have a fitted effect of over 55% in size
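Seeding at 200 cells/uL, 12 h culture, 24 hr compound treatment, then luciferase reagent and a luminescence read; cells are HEK293 stably expressing a constitutively active GLP-1R plus cAMP-responsive luciferase.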
* marks the source's active call; other numbers are inactive results; i = inactive; ? = inconclusive; · = no result given; [ ] = remark or other dose. Unless noted, calls come from the whole dose curve; as a rule, active = well fitted curve in the direction sought with a large enough effect; inconclusive = small, poorly fitted or top-dose-only effect, or another doubt; inactive = no such curve, though single readings can be large; an effect the other way counts as inactive or inconclusive. Not all compounds are listed (hit frequency here may not be typical).

| structure | aSyn rescue | D3 antag | PTHR1 agonist | TDP43 rescue | Akt phos inh | FUS suppressor | Abeta yeast res | GLP1R ag | GLP-1R inv ag |
| --- | --- | --- | --- | --- | --- | --- | --- | --- | --- |
| O=C(COC(=O)CCC(=O)c1cccs1)NCc1cccs1 | 2% | 23 | i | 15% | i | -9% | 2% | 8% | 5% |
| COc1ccc(C(=O)Nc2ccccc2C(=O)NC(Cc2ccc(O)cc2)C(=O)NNC(=O)c2ccc(C)cc2)cc1 (stereo not given) | 0% | 21 | i | -7% | i | 37% | 3% | 1% | 14% |
| CC(=O)Nc1ccc(OCC(O)CN2CCN(Cc3ccccc3)CC2)cc1 (stereo not given) | 0% | ? | i | -9% | i | -10% | -2% | -8% | 0% |
| Cc1ccccc1SCC(=O)Nc1cccc(C#N)c1 | -3% | -8 | i | 27% | i | 6% | 4% | 2% | -29% |
| CCOC(=O)C1=C(CSc2nc3ccccc3s2)NC(=O)NC1c1ccc(OC)cc1 (stereo not given) | 3% | 7 | i | ? | i | ? | 5% | -1% | ? |
| O=C(CN1C(=O)C(=O)N(C2CCCC2)C1=O)Nc1ccc(Cl)cc1C(F)(F)F | 11% | -2 | i | -3% | i | · | 8% | 1% | -17% |
| COc1ccc(CN(C)C(=O)C(Cc2ccccc2)NC(=O)c2ccccc2)c(OC)c1OC (stereo not given) | -9% | 35 | -64%[inhibitor] | -1% | i | 27% | 10% | 2% | ? |
| O=C1c2ccccc2C(=O)N1CCc1nc(-c2cccnc2)no1 | 1% | -12 | i | -23% | i | -9% | -18% | 0% | 4% |
| CC1(C)OC(C(=O)NC2CCCCC2)C(C(=O)NC2CCCCC2)O1 (stereo not given) | -12% | 21 | -21%[57.5 µM] | -9% | · | 15% | 9% | -1% | -7% |
| CCOC(=O)C1=C(C)N(CCCC(=O)O)C(=O)NC1c1ccccc1Cl (stereo not given) | 4% | -9 | ? | 0% | i | -34% | 9% | -2% | 10% |
| O=C1C(Cc2ccc(Br)cc2)SC(=Nc2ccccc2)N1c1ccccc1 (stereo not given) | -7% | 0 | i | -22% | i | · | -4% | -2% | ? |
| Cc1onc(-c2ccccc2Cl)c1C(=O)NC(C)c1ccccc1 (stereo not given) | 5% | 12 | -22% | 26% | i | -15% | 20% | 0% | -15% |
| CC(=O)c1ccc(OCCCC(=O)OCC(=O)Nc2ccc3[nH]c(=O)[nH]c3c2)cc1 | -2% | -8 | -2% | -24% | i | ? | 5% | 5% | 9% |
| O=C(CC1C(=O)NCCN1Cc1cccc(F)c1)NCCCOc1cccnc1 (stereo not given) | 1% | -4 | -21% | 11% | i | -9% | 11% | 9% | 1% |
| Cc1nc(N2CCOCC2)c2c(C)c(C(=O)Nc3ccccc3Cl)sc2n1 | -8% | 31 | -3% | -2% | i | 9% | -27% | 3% | 27% |
| COc1ccc(-c2cc3c(=O)n(CC(=O)N4CCN(C)CC4)ncn3n2)cc1 | -2% | -28 | -3% | -14% | i | -14% | -2% | 5% | 4% |
| Cc1cc2cc(CCNC(=O)c3ccc(Br)o3)c(=O)[nH]c2cc1C | -3% | 14 | -12% | ? | i | ? | 22% | 2% | ? |
| O=C(O)/C=C\C(=O)Nc1ccc(OC(F)F)cc1 | 0% | -5 | -24% | 28% | i | -35% | 4% | -1% | 6% |
| CCOC(=O)N1CCN(C(=O)CN(c2ccc(C)cc2)S(=O)(=O)c2c(C)noc2C)CC1 | -10% | -1 | i | 4% | i | 19% | 1% | 1% | 4% |
| Cc1ccc(C)c(S(=O)(=O)N2CCN(C(=O)CCNS(=O)(=O)c3ccccc3)CC2)c1 | 0% | -4 | -10% | -6% | i | 10% | -4% | 0% | 6% |
| COc1cccc(C(=O)NNC(=O)c2ccc(NS(=O)(=O)c3cccs3)cc2)c1OC | -4% | -1 | i | 7% | i | 25% | -1% | -8% | -6% |
| Cc1csc(SCC(=O)N(C)c2c(N)n(Cc3ccccc3)c(=O)[nH]c2=O)n1 | 2% | -17 | 21% | 15% | i | -41% | 4% | 1% | 7% |
| O=C1C2CCCCN2C(=O)N1CCCN1CCN(c2cccc(C(F)(F)F)c2)CC1 (stereo not given) | 1% | -67* | -13% | · | i | 20% | 5% | -2% | -13% |
| CCc1ccc(NC(=O)C(C)OC(=O)c2ccc(N3CCCC3)c([N+](=O)[O-])c2)cc1 (stereo not given) | 5% | -14 | -26% | 6% | i | 13% | -10% | 7% | 4% |
| CCN(CC(=O)Nc1c(F)cccc1F)C(=O)c1cc(S(=O)(=O)N(CC)CC)ccc1N1CCCCC1 | -2% | 17 | ? | 0% | i | 4% | -1% | -6% | -20% |
| Cc1ccc(NC(=O)c2cc3c(CO)cnc(C)c3oc2=Nc2cccc(C(N)=O)c2)cc1 | 0% | -21 | -9% | 11% | i | -15% | 10% | -2% | 16% |
| O=C(COC(=O)Cc1ccc(Cl)c(Cl)c1)Nc1ccc2[nH]c(=O)[nH]c2c1 | 7% | -13 | i | 15% | i | 31% | 20% | 0% | 12% |
| O=C(CNC(=O)c1cccs1)NCC(=O)OCc1ccc(Cl)cc1 | 0% | -10 | -20%[57.5 µM] | 3% | i | -9% | 11% | -1% | 0% |
| CCOc1ccccc1-c1nc(C(N)=O)c2[nH]c(=O)n(-c3ccc(F)cc3)c2n1 | 0% | 16 | i | 8% | i | -1% | -16% | 2% | 0% |
| COc1ccccc1N(CC(=O)NCC1CCCO1)C(=O)Cn1nnc(-c2cccs2)n1 (stereo not given) | 2% | -13 | -4% | -21% | i | 14% | 7% | 5% | 4% |

The final three entries of the part above open the next one:
| structure | aSyn rescue | D3 antag | PTHR1 agonist | TDP43 rescue | Akt phos inh | FUS suppressor | Abeta yeast res | GLP1R ag | GLP-1R inv ag |
| --- | --- | --- | --- | --- | --- | --- | --- | --- | --- |
| O=C(CNC(=O)c1cccs1)NCC(=O)OCc1ccc(Cl)cc1 | 0% | -10 | -20%[57.5 µM] | 3% | i | -9% | 11% | -1% | 0% |
| CCOc1ccccc1-c1nc(C(N)=O)c2[nH]c(=O)n(-c3ccc(F)cc3)c2n1 | 0% | 16 | i | 8% | i | -1% | -16% | 2% | 0% |
| COc1ccccc1N(CC(=O)NCC1CCCO1)C(=O)Cn1nnc(-c2cccs2)n1 (stereo not given) | 2% | -13 | -4% | -21% | i | 14% | 7% | 5% | 4% |
| COCCCNc1nc2c(c(=O)n(Cc3ccc(OC)cc3)c(=O)n2C)n1C | -1% | 8 | i | 10% | i | -9% | 3% | 8% | 19% |
| CCCn1c(SCC(=O)Nc2c(CC)cccc2CC)nnc1C(C)C | -2% | -20 | i | 0% | i | 19% | -7% | -9% | 2% |
| C[C@H](CO)N1C[C@H](C)[C@@H](CN(C)Cc2ccc(C(=O)O)cc2)Oc2c(NC(=O)c3ccncc3)cccc2C1=O | -2% | -9 | ? | -9% | i | -12% | -12% | -5% | 15% |
| CC(C)(C)c1ccc(OC(=O)CN2C(=O)C3C4CCC(C4)C3C2=O)cc1 (stereo not given) | 2% | 0 | -11% | 13% | i | · | 12% | 4% | -17% |
| Cc1ccc(C2=NC3(CCCCCC3)NC2=S)cc1 | 7% | 1 | -18% | 30% | i | 18% | 13% | 4% | 20% |
| CCC1=[N+](CC(=O)c2ccc(C)cc2)CCn2c(C)ccc21 | 0% | -18 | i | -9% | i | 14% | -10% | -2% | ? |
| CCCONC(=O)Nc1ccccc1[N+](=O)[O-] | -4% | 1 | i | 9% | i | -18% | -3% | 19% | 22% |
| Cc1cccc(-c2cccc(NC(=O)C3CCCN(C(=O)c4ocnc4C)C3)c2)c1 (stereo not given) | 0% | ? | -18% | -12% | i | · | -7% | 2% | ? |
| NC(=O)c1cc2ccccc2o/c1=N\NC(=O)c1ccccc1O | -1% | -10 | -7% | 5% | i | 3% | 6% | 3% | -9% |
| O=C(CNC(=S)N(CCCN1CCOCC1)Cc1cccs1)N1CCCCCC1 | 1% | -8 | 28% | -6% | i | 36% | -13% | 2% | 11% |
| O=C(O)COc1ccccc1/C=N/NC(=O)CSc1nc2ccccc2n1Cc1ccccc1 | -6% | -20 | -5% | -29% | i | 30% | -18% | 4% | 4% |
| CCOC(=O)C1C(C(=O)OCC)C1(c1ccccc1)c1ccccc1 (stereo not given) | 3% | 16 | -30% | -2% | i | · | 6% | -3% | ? |
| CCOc1cccc(Nc2ccc([N+](=O)[O-])cn2)c1 | -2% | -24 | -25% | ? | i | 3% | ? | 5% | ? |
| CC(=O)NCCC1CCCCN1C(=O)c1cc(COc2cc(C)ccc2C)on1 (stereo not given) | -1% | -16 | -14% | 20% | i | 28% | -1% | -1% | -12% |
| Cc1ccc(-c2nn3c(=O)cc(CN4CCN(C(=O)c5ccc(C(C)(C)C)cc5)CC4)nc3s2)cc1 | · | · | i | 24% | · | 17% | -5% | · | 11% |
| COc1cc(NC(=O)CSc2nccn2C)cc(OC)c1OC | -4% | · | i | 25% | · | -24% | -12% | -3% | -6% |
| O=C(COc1ccc(Cl)cc1)Nc1ccc(-c2nc3cc(Cl)ccc3o2)c(O)c1 | · | · | 23% | 24% | · | -2% | -21% | · | 2% |
| C[C@@H]1CN([C@@H](C)CO)C(=O)c2cc(NC(=O)Nc3cccc4ccccc34)ccc2O[C@@H](C)CCCCO[C@H]1CN(C)C(=O)c1ccccc1 | 1% | 20 | -17% | 6% | i | ? | 0% | 5% | 10% |
| COc1ccc(OC)c(NC(=O)CCN2C(=O)c3cccc([N+](=O)[O-])c3C2=O)c1 | 0% | 3 | 21% | 12% | i | -2% | 8% | -1% | -5% |
| CCOC(=O)c1cnn(-c2cccc(Cl)c2)c1N | · | 16 | -13% | -3% | · | -18% | 6% | -1% | -22% |

Screens deposited in PubChem by National Center for Advancing Translational Sciences (NCATS).
